High-throughput results (PubChem)
mIAP act: mouse IAP activation. AID 2805. activation factor at 10 µM. 0.24% of 330,000 active. muIAP, CDP-Star luminescence, 30 min; hits give high values; 1 = vehicle-only enzyme signal, 0 = enzyme-free wells;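 active = activation factor of at least 2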; also: the source names both 10 and 20 µM as test concentration; values of inactives mirror those of a sister screen read the other way
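Assay system: mouse IAP enzyme; reagent: chemiluminescent substrate CDP-Star; dosing: test compounds delivered from DMSO solution; schedule: 30 min at room temperature; measured by: luminescence from enzymatic CDP-Star hydrolysis; controls: DMSO-only wells and no-enzyme negative control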
mIAP block: mouse IAP inhibition | purified mouse IAP, CDP-Star luminescence, 30 min | inhibition, % at 10 µM | 0.2% of 330,000 active | AID 2806;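 active = inhibition of at least 40% at 10 µM in the primary screen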;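 also: plate controls were DMSO with enzyme for no effect and no enzyme wells for full effect; values of inactives mirror those of a sister screen read the other way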
APOBEC3A inh: inhibitors of human APOBEC3A DNA deaminase; P31941; recombinant A3A, FAM/TAMRA ssDNA deamination fluorescence; inhibition, % at 20 µM; 0.41% of 330,000 active;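 active = at least 40% inhibition at 20 µM here, with at most 30% in a related deaminase screen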;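 also: plate controls were A3A with DMSO for no effect and wells lacking A3A enzyme for full effect; some results filed as inactive read as strong as hits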
Target sequence (P31941 whole entry, looked up): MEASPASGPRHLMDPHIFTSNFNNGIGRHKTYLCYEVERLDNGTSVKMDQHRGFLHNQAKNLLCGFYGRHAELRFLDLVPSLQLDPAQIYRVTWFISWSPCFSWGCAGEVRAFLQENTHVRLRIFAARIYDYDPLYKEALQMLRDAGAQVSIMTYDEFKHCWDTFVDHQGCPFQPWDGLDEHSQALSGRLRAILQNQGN
HKDC1 inhibitor: HKDC1 (human) hexokinase inhibition; recombinant HKDC1, G6PDH/diaphorase resazurin coupled fluorescence; 0.16% of 340,000 active; Q2TB90; AID 493160; inhibition, % at 20 µM;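 active = inhibition above about 35% when tested at 20 µM, limit read from the data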;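 also: plate controls were DMSO wells with enzyme for no effect and DMSO wells lacking enzyme for full effect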
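System: Recombinant HKDC1 hexokinase | Amount: HKDC1 at 5 µg/mL | Reagent: Glucose with 1 mM ATP | Doses: Single 20 µM dose | Incubation: Reaction time 90 min, room temperature, protected from light | Signal: Coupled resazurin fluorescence, excitation 525 nm, emission 613 nm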
PfGluPho inh: PfG6PD (Plasmodium falciparum) enzyme inhibition; inhibition, % at 20 µM; 0.78% of 350,000 active; PfGluPho enzyme, NADPH resazurin-diaphorase fluorescence;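 active = inhibition reaching at least a set limit at 20 µM in the primary screen, cut at about 59% in these data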;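 also: 0% = DMSO wells with substrate and 100% = DMSO wells lacking glucose-6-phosphate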
hIAP activ: human IAP activation; P09923; activation factor at 10 µM; 0.16% of 330,000 active; purified human IAP, CDP-Star luminescence, 30 min; hits give high values; 1 = vehicle-only enzyme, 0 = enzyme-free background;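 active = activation factor of the enzyme at least 2-fold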; also: the source names both 10 and 20 µM as test concentration; values of inactives mirror those of a sister screen read the other way
ATG4B inhibitor: ATG4B (human) cysteine protease inhibition | Q9Y4P1 | ATG4B cleavage of LC3-PLA2, NBD-HPC fluorescence, 1 h | inhibition, % at 8.33 µM | 0.51% of 340,000 active | AID 504462; in the data active = inhibition above about 40%
Target sequence (Q9Y4P1 whole entry, looked up): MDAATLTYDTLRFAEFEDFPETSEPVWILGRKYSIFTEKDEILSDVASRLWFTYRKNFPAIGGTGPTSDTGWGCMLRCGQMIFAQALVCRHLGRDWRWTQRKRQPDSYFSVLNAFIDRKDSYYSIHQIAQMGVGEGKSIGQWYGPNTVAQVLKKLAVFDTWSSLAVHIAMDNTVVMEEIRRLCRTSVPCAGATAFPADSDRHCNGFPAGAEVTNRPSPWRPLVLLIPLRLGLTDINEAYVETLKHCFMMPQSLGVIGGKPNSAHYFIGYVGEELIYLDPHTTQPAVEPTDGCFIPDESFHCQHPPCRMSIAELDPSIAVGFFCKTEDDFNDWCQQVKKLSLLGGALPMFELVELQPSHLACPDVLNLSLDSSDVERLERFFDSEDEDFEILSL
hIAP block: human IAP inhibition. purified IAP, CDP-Star luminescence, 30 min. 0.12% of 330,000 active. inhibition, % at 10 µM. AID 2544;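 active = inhibition reaching a set limit with compound at 10 µM in the primary screen, cut at about 35% in these data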;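 also: plate controls were DMSO wells with enzyme for no effect and no-enzyme buffer wells for full effect; values of inactives mirror those of a sister screen read the other way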
An asterisk follows results filed as active.

CC1CCc2ccccc2N1C(N)=Nc1ccccc1 (configuration not stated) was read as mIAP act 1.16, mIAP block -15.6, APOBEC3A inh -2.3, HKDC1 inhibitor -6.4, PfGluPho inh -5.8, hIAP activ 1.2, ATG4B inhibitor 5.5 and hIAP block -19.6.
For COC(=O)c1c(C)oc(C)c1S(=O)(=O)NCC1CC1 the results were mIAP act 0.943, mIAP block 5.7, APOBEC3A inh 0.6, HKDC1 inhibitor -5.2, PfGluPho inh -1.6, hIAP activ 1.12, ATG4B inhibitor 3.0 and hIAP block -12.1.
`Cc1nc(NC(=O)c2cc3c(s2)CCCCC3)sc1C(=O)N(C)C` gave mIAP act 0.983, mIAP block 1.7, APOBEC3A inh 3.6, HKDC1 inhibitor -5.5, PfGluPho inh -11.8, hIAP activ 0.908, ATG4B inhibitor 0.2 and hIAP block 9.2.
For CCOC(=O)c1[nH]c2ccccc2c1NC(=O)CN1CCCCC1 the results were mIAP act 0.899, mIAP block 10.1, APOBEC3A inh -0.5, HKDC1 inhibitor -2.6, PfGluPho inh 12.6, hIAP activ 0.829, ATG4B inhibitor -2.5 and hIAP block 17.1.
For CCOC(=O)C1C(=O)OC(C)(C)C1C(C)C(=O)c1ccc(C)cc1 (configuration not stated) the results were mIAP act 0.944, mIAP block 5.6, APOBEC3A inh -1.2, HKDC1 inhibitor -1.8, PfGluPho inh 0.5, hIAP activ 0.98, ATG4B inhibitor 6.3 and hIAP block 2.0.
`COc1ccc(N2CCC(CNC(=S)Nc3cccc(OC)c3)C2)cc1` (configuration not stated) gave mIAP act 1.08, mIAP block -8.5, APOBEC3A inh -3.3, hIAP activ 0.924 and hIAP block 7.6.
Screening N#C/C(=C(/O)COC(=O)c1ccc(O)cc1)c1nc2ccccc2[nH]1 returned mIAP act 0.832, mIAP block 16.8, APOBEC3A inh 6.8, HKDC1 inhibitor 2.0, PfGluPho inh -25.3, hIAP activ 1, ATG4B inhibitor 10.3 and hIAP block -0.3.
`CCOc1ccc2[nH]c(C(=O)N/N=C/c3cccc(OC)c3OC)cc2c1` gave mIAP act 0.899, mIAP block 10.1, APOBEC3A inh -2.6, HKDC1 inhibitor 5.0, PfGluPho inh 1.8, hIAP activ 0.924, ATG4B inhibitor -7.7 and hIAP block 7.6.
For COc1ccc(-c2c(C)nn3c(N4CCC(C(=O)N5CCCCC5)CC4)cc(C)nc23)cc1OC the results were mIAP act 1.04, mIAP block -3.9, APOBEC3A inh 2.0, HKDC1 inhibitor 1.2, PfGluPho inh -5.0, hIAP activ 0.963, ATG4B inhibitor -4.1 and hIAP block 3.7.
Clc1ccc2ncc(-c3nnnn3-c3ccccc3)c(-c3ccccc3)c2c1 was read as mIAP act 0.907, mIAP block 9.3, APOBEC3A inh -2.1, HKDC1 inhibitor 3.6, PfGluPho inh 26.3, hIAP activ 0.906, ATG4B inhibitor -9.0 and hIAP block 9.4.
For CCc1cc2c(=O)c(-c3ccc(F)cc3)c(C)oc2cc1OCC(=O)O the results were mIAP act 0.906, mIAP block 9.4, APOBEC3A inh -2.3, HKDC1 inhibitor -8.4, PfGluPho inh 16.0, hIAP activ 1.08, ATG4B inhibitor -6.1 and hIAP block -8.3.
Screening COc1cc(OC)c(OC)cc1/C=N/Nc1nc2ccccc2[nH]1 returned mIAP act 0.874, mIAP block 12.6, APOBEC3A inh -2.1, HKDC1 inhibitor -3.9, PfGluPho inh 10.4, hIAP activ 0.97, ATG4B inhibitor -8.9 and hIAP block 3.0.
For Cc1ccccc1CCN(C(=O)c1csnn1)C(C(=O)NC1CCCC1)c1ccncc1 (configuration not stated) the results were mIAP act 0.991, mIAP block 0.9, APOBEC3A inh -0.1, HKDC1 inhibitor -3.5, PfGluPho inh -10.4, hIAP activ 1.01, ATG4B inhibitor -10.5 and hIAP block -1.3.
Screening CN(C(=O)CSc1nnc(-c2cccs2)o1)C1CCS(=O)(=O)C1 (configuration not stated) returned mIAP act 1.03, mIAP block -3.4, APOBEC3A inh 1.9, HKDC1 inhibitor -4.8, PfGluPho inh -18.8, hIAP activ 1.01, ATG4B inhibitor 2.6 and hIAP block -0.6.
For O=C(CSc1nncn1-c1cccnc1)N(c1ccccc1)c1ccccc1 the results were mIAP act 0.968, mIAP block 3.2, APOBEC3A inh -13.8, HKDC1 inhibitor -11.4, PfGluPho inh 2.0, hIAP activ 0.976, ATG4B inhibitor 0.1 and hIAP block 2.4.
Cc1c(Cl)c([N+](=O)[O-])nn1CC(=O)NC1CCCCC1 was read as mIAP act 1, mIAP block -0.4, APOBEC3A inh 15.1, HKDC1 inhibitor -9.1, PfGluPho inh -12.2, hIAP activ 0.968, ATG4B inhibitor -5.7 and hIAP block 3.2.
For Cc1cc(C)cc(N2C(=O)CN(Cc3sccc3C)C2=S)c1 the results were mIAP act 0.948, mIAP block 5.2, APOBEC3A inh -2.7, HKDC1 inhibitor -9.4, PfGluPho inh -0.8, hIAP activ 0.972, ATG4B inhibitor 94.3* and hIAP block 2.8.
COc1cc(/C(C)=N/NC(=O)C(O)(c2ccccc2)c2ccccc2)ccc1O was read as mIAP act 0.959, mIAP block 4.1, APOBEC3A inh -2.2, HKDC1 inhibitor -0.3, PfGluPho inh 13.2, hIAP activ 1.05, ATG4B inhibitor 9.8 and hIAP block -4.6.
O=C(Nc1cccc([N+](=O)[O-])c1)c1ccccc1 was read as mIAP act 0.93, mIAP block 7.0, APOBEC3A inh 0.4, HKDC1 inhibitor -7.0, PfGluPho inh 25.9, hIAP activ 0.801, ATG4B inhibitor -2.1 and hIAP block 19.9.
`CCOC(=O)c1ccc(NC(=O)C2COc3ccccc3O2)cc1` (configuration not stated) gave mIAP act 1.03, mIAP block -3.2, APOBEC3A inh -5.0, HKDC1 inhibitor -5.4, PfGluPho inh 1.3, hIAP activ 0.859, ATG4B inhibitor -2.7 and hIAP block 14.1.
For Cc1ccc(SCc2nc3ccccc3n2CC(=O)Nc2c(C)cccc2C)cc1 the results were mIAP act 1.75, mIAP block -75.3, APOBEC3A inh -0.4, HKDC1 inhibitor -7.3, PfGluPho inh -3.8, hIAP activ 0.869, ATG4B inhibitor -8.0 and hIAP block 13.1.
Screening Cc1nc2c(sc3nc4c(cc32)COC(C)(C)C4)c(=O)n1Cc1ccccc1 returned mIAP act 1.01, mIAP block -1.0, APOBEC3A inh 2.9, HKDC1 inhibitor 0.9, PfGluPho inh 3.8, hIAP activ 0.978, ATG4B inhibitor 3.1 and hIAP block 2.2.
`NS(=O)(=O)c1cccc(NS(=O)(=O)c2ccc3ccccc3c2)c1` gave mIAP act 1.05, mIAP block -5.5, APOBEC3A inh -2.5, HKDC1 inhibitor -2.4, PfGluPho inh 1.2, hIAP activ 0.972, ATG4B inhibitor -8.7 and hIAP block 2.8.
Cc1ccc(C(=O)NC(=S)NNC(=O)c2ccccc2O)cc1 was read as mIAP act 0.699, mIAP block 30.1, APOBEC3A inh -1.5, HKDC1 inhibitor -37.3, PfGluPho inh -58.1, hIAP activ 2.39*, ATG4B inhibitor 1.3 and hIAP block -138.9.
CN(C)CCn1c2c(c(SCC(=O)Nc3ccc4c(c3)OCCO4)nc1=O)CCC2 was read as mIAP act 1.07, mIAP block -7.1, APOBEC3A inh -2.4, HKDC1 inhibitor -5.1, PfGluPho inh 0.6, hIAP activ 1.08, ATG4B inhibitor -2.0 and hIAP block -8.0.
For COC(=O)c1ccc(OCC(O)CN2CCc3cc(OC)c(OC)cc3C2c2ccccc2)cc1 (configuration not stated) the results were mIAP act 1.05, mIAP block -5.0, APOBEC3A inh 0.4, HKDC1 inhibitor -0.8, PfGluPho inh -10.6, hIAP activ 0.93, ATG4B inhibitor -5.5 and hIAP block 7.0.
`O=C(OC1CCCCC1=O)c1cc(Cl)ccc1[N+](=O)[O-]` (configuration not stated) gave mIAP act 1.02, mIAP block -2.5, APOBEC3A inh 4.7, HKDC1 inhibitor 2.8, PfGluPho inh -27.1, hIAP activ 1.01, ATG4B inhibitor -0.7 and hIAP block -1.1.
Screening Cc1onc(-c2ccccc2Cl)c1C(=O)N1C=CC(C(F)(F)F)=NCC1 returned mIAP act 1, mIAP block -0.3, APOBEC3A inh 0.4, HKDC1 inhibitor -3.9, PfGluPho inh -1.4, hIAP activ 0.978, ATG4B inhibitor 0.4 and hIAP block 2.2.
`CCCNC(=O)NC(=O)CN1CCCC1c1ccc2c(c1)OCCO2` (configuration not stated) gave mIAP act 1.06, mIAP block -6.2, APOBEC3A inh 0.4, HKDC1 inhibitor 4.2, PfGluPho inh -9.4, hIAP activ 0.992, ATG4B inhibitor -17.8 and hIAP block 0.8.
Screening CCN(CC)S(=O)(=O)N1CCC(C(=O)NCC2COc3ccccc3O2)CC1 (configuration not stated) returned mIAP act 0.901, mIAP block 9.9, APOBEC3A inh -0.1, HKDC1 inhibitor -12.4, PfGluPho inh 0.5, hIAP activ 0.773, ATG4B inhibitor -16.1 and hIAP block 22.7.
Cc1nc(-c2ccc3c(c2)OCO3)cs1 was read as mIAP act 1.04, mIAP block -4.4, APOBEC3A inh -1.8, HKDC1 inhibitor 2.0, PfGluPho inh 30.9, hIAP activ 1.01, ATG4B inhibitor -2.1 and hIAP block -0.8.
For O=C1NCC(COc2cccc3ccccc23)O1 (configuration not stated) the results were mIAP act 1.01, mIAP block -1.1, APOBEC3A inh -1.8, HKDC1 inhibitor -8.1, PfGluPho inh 16.7, hIAP activ 0.979, ATG4B inhibitor -5.5 and hIAP block 2.1.
`OCCCn1c(CCNc2nc(-c3ccc(F)cc3)cs2)nc2cc(C(F)(F)F)ccc21` gave mIAP act 0.869, mIAP block 13.1, APOBEC3A inh 1.0, HKDC1 inhibitor 10.1, PfGluPho inh 25.7, hIAP activ 0.916, ATG4B inhibitor -5.5 and hIAP block 8.4.
Screening CCCCn1c2c(c(=O)n(C)c1=O)C(CC(=O)OCC(=O)Nc1cccc(C(F)(F)F)c1)C(=O)N2 (configuration not stated) returned mIAP act 1, mIAP block -0.3, APOBEC3A inh -0.3, HKDC1 inhibitor 1.2, PfGluPho inh -3.2, hIAP activ 0.939, ATG4B inhibitor -7.5 and hIAP block 6.1.
For O=C(O)CSc1c2c(nc3cc(C(=O)Nc4ccc(F)c(Cl)c4)ccc13)CCCC2 the results were mIAP act 0.981, mIAP block 1.9, APOBEC3A inh -4.4, HKDC1 inhibitor 6.4, PfGluPho inh -33.2, hIAP activ 0.818, ATG4B inhibitor 8.9 and hIAP block 18.2.
`COC(=O)/C=C1/SC(=NC(=O)c2cccc([N+](=O)[O-])c2)NC1=O` gave mIAP act 0.908, mIAP block 9.2, APOBEC3A inh -0.9, HKDC1 inhibitor -2.0, PfGluPho inh -11.3, hIAP activ 0.932, ATG4B inhibitor 15.1 and hIAP block 6.8.
`COc1cccc(CN(C(=O)CN2C(=O)c3ccccc3S2(=O)=O)C(C(=O)NCC2CCCO2)c2ccco2)c1` (configuration not stated) gave mIAP act 1.09, mIAP block -9.5, APOBEC3A inh -3.3, HKDC1 inhibitor -0.9, PfGluPho inh 11.9, hIAP activ 0.984, ATG4B inhibitor 0.5 and hIAP block 1.6.
For CN(NC(=O)c1ccc(Cl)cc1)c1cccc(Cl)n1 the results were mIAP act 1.06, mIAP block -6.2, APOBEC3A inh -3.4, HKDC1 inhibitor 12.9, PfGluPho inh -7.7, hIAP activ 1.03, ATG4B inhibitor 8.1 and hIAP block -2.7.
Screening CC(Nc1cc(=O)n(C)c(=O)[nH]1)c1ccccc1 (configuration not stated) returned mIAP act 0.9, mIAP block 10.0, APOBEC3A inh 2.9, HKDC1 inhibitor -1.7, PfGluPho inh 9.8, hIAP activ 1.06, ATG4B inhibitor 1.0 and hIAP block -5.6.
